Assay outcomes from PubChem BioAssay.
Lamin A splicing: qHTS Assay for Modulators of Lamin A Splicing; HeLa LMNA splicing GFP/RFP minigene ratio, 48 h; Potency, µM (series often up to 46.1 µM), inactives show top-dose ratio change, negative = inhibition, actives largely listed as inhibitors; actives 0.01% (n = 200,000); AID 1487, 2009; active means well fitted inhibition curve with a large enough effect in the signal ratio, with a control signal flat, not every such curve was filed as active; inconclusive means small, poorly fitted or top-dose-only effect, or effect the other way, or a change in a side signal; the % refers to the signal ratio; further: potency means the concentration at half of the fitted maximal effect; on the % scale 0 is the no-effect control and ±100 the full control effect
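S3 HeLa stable clones carrying a lamin A-EGFP splicing minigene plus DsRed2 were seeded at 600 cells/well in Opti-MEM with 2% FBS, pin-dosed and incubated 48 h at 37°C. Acumen cytometry (488 nm) gave the GFP/RFP total-intensity ratio.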
IMPase Li cell: qHTS Assay for Identifying the Cell-Membrane Permeable IMPase Inhibitors: Potentiation with Lithium; actives 0.35% (n = 210,000); CHO-M1 cells, IP1 TR-FRET (IP-One), carbachol + lithium; Potency, µM (titrated, usually from 59.4 µM), for inactives: at the top dose activity, negative = IMPase inhibition, hits mostly inhibitors; AID 1457, 2008;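 further: IP1 builds up when IMPase is blocked and the TR-FRET signal falls; potency means the concentration at half of the fitted maximal effect; plate controls were basal vehicle for no effect and high inhibitor control for full effect; nearly all actives have a fitted effect of over 50% in size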
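Concentration–response in CHO-M1 cells, lithium-potentiated; 30 min at 37C. IP1 detected by competitive TR-FRET after 10 min lysis at RT. Hill-fitted AC50.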
Epigenetic reg: Quantitative High-Throughput Screen for Regulators of Epigenetic Control; murine LDR cells, GFP reporter derepression, 30 h; Potency, µM (titrated, usually from 53.9 µM), without a hit: at the top dose GFP activation, usual class: activators; actives 0.2% (n = 280,000); further: potency means the concentration at half of the fitted maximal effect; % of control where 0% means no effect; nearly all actives have a fitted effect of over 60% in size
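Derepression of a silenced CMV-GFP reporter in murine LDR cells is scored by enumerating GFP-positive cells with a laser-scanning microplate cytometer after 30 hours of treatment at 37 C.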
HttQ103 aggreg: qHTS Multiplex Assay to Identify Dual Action Probes in a Cell Model of Huntington: Aggregate Formation (GFP) | PC12 HttQ103-GFP aggregates, Acumen cytometry, 40 h | Potency, µM (series often up to 46.1 µM), for inactives: at the top dose activity change, negative = inhibition, actives largely listed as inhibitors | actives 1.1% (n = 220,000) | AID 1688, 2009; further: potency means the concentration at half of the fitted maximal effect; on the % scale 0 is the no-effect control and ±100 the full control effect; nearly all actives have a fitted effect of over 60% in size
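Aggregate formation scored by laser-scanning cytometer (488 excitation, 500–530 emission) in lysed PC12 cells expressing Q103-GFP after 100 nM tebufenozide induction; library tested in dose series, with ATPLite reagent added in the multiplex.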
CBFb RUNX1 block: qHTS Assay for Compounds Blocking the Interaction Between CBF-beta and RUNX1 for the Treatment of Acute Myeloid Leukemia | AID 1477, 2009 | 230,000 tested, under 10 active | Runt-related transcription factor 1 (Homo sapiens) + Core-binding factor subunit beta … | AlphaScreen CBFb-His/RUNX1-biotin binding, biochemical | Potency, µM (top dose mostly 59.8 µM), without a hit: at the top dose activity, negative = inhibition, most hits filed as inhibitors; further: % of control where 0% means no effect
Target sequence (Q01196 whole entry, looked up): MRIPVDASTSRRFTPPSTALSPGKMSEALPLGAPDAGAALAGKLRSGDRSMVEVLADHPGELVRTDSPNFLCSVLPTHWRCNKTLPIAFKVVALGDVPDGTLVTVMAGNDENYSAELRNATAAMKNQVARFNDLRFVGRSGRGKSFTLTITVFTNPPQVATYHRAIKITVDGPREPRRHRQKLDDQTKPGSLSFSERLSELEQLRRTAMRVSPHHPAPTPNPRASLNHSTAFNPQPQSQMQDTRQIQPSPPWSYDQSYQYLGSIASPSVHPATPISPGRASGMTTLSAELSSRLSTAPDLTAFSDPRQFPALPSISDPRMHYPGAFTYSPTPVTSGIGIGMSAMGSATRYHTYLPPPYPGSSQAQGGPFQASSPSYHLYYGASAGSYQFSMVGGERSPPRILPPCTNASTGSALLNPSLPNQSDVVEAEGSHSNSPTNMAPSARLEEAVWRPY
Target sequence (Q13951 whole entry, looked up): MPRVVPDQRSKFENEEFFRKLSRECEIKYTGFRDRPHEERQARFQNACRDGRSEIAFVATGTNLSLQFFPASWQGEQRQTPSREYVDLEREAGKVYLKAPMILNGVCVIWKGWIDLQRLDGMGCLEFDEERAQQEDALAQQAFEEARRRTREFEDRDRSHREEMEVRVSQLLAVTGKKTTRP
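His-tagged CBF-beta and biotinylated RUNX1 (30 nM each) were premixed 20 min at room temperature, exposed to compound for 15 min, then given nickel-chelate and streptavidin AlphaScreen beads (50 ng each). After 90 min, AlphaScreen signal was read.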
Luc counter: Counterscreen for Luciferase (Kinase-Glo TM) Inhibition. Kinase-Glo luciferase, ATP luminescence, 8 min. AID 1379, 2008. actives 0.28% (n = 200,000). Luciferin 4-monooxygenase (Photuris pensylvanica), Q27757. Potency, µM (doses to about 38.3 µM), for the others: at the highest dose activity change, negative = inhibition, usual class: inhibitors; further: potency means the concentration at half of the fitted maximal effect; on the % scale 0 is the no-effect control and ±100 the full control effect; nearly all actives have a fitted effect of over 60% in size
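Compound is pinned into ATP-containing buffer (10 uM ATP, imidazole pH 7.2, 7 mM MgCl2). Kinase-Glo luciferase reagent is then added. Light output is recorded following an 8-min room-temperature incubation.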
NPSR antagonist: qHTS Assay for Antagonists of the Neuropeptide S Receptor: cAMP Signal Transduction; Q6W5P4; CHO-NPSR cells, cAMP TR-FRET, antagonist mode; Potency, µM (series often up to 38.3 µM), without a hit: at the highest dose activity change, negative = inhibition, hits mostly inhibitors; actives 1% (n = 220,000); further: potency means the concentration at half of the fitted maximal effect; on the % scale 0 is the no-effect control and ±100 the full control effect; nearly all actives have a fitted effect of over 50% in size; many of its hits are not listed in these tables
Target sequence (Q6W5P4 whole entry, looked up): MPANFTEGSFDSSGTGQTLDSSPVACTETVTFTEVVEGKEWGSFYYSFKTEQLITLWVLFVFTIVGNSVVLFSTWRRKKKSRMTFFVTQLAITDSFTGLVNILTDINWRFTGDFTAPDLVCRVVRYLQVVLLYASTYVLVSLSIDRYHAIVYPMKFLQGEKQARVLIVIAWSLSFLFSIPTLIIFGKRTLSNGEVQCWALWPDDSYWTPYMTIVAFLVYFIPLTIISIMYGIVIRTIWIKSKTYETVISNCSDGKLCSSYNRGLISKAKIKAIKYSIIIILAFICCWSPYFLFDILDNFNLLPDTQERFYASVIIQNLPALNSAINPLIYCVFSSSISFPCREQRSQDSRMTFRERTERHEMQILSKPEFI
Numbers without * were called inactive; ? = inconclusive; . = no result given; & = joins results of further samples; [ ] = another dose, or the depositor's remark. Unless noted, the call rests on the fitted dose curve; in most records, active means well fitted curve in the direction sought with a large enough effect; inconclusive means small, poorly fitted or top-dose-only effect, or another doubt; inactive means no such curve, though single readings can be large; an effect the other way counts as inactive or inconclusive.

SMILES	Lamin A splicing	IMPase Li cell	Epigenetic reg	HttQ103 aggreg	CBFb RUNX1 block	Luc counter	NPSR antagonist
CN1CCN(c2ccc(CNS(=O)(=O)c3ccccc3)cc2)CC1	?	.	0.0%	-15.7%[9.22 µM]	-0.4%	.	-21.5%
CC(=O)NC1=NC(=O)/C(=C/c2cc(C)n(-c3ccc(NC(C)=O)cc3)c2C)S1	?	11.9%	-0.1%	-0.7%	?	3.9%	-33.4%
COc1ccc2cc(CN(CC3CCCO3)S(=O)(=O)c3ccccc3)c(=O)[nH]c2c1 (configuration not stated)	5.3%	5.5%[38.3 µM]	-1.0%	-5.9%	-1.7%	19.1%	-11.1%[46.1 µM]
COc1cc2c(C(=O)N3CCN(c4ccccc4)CC3)c(C)oc2cc1Br	?	1.1%[38.3 µM]	2.2%	?	-9.8%	-2.1%	-22.5%[46.1 µM]
CCc1cccc2c(=O)c(C(=O)N3CCOCC3)c[nH]c12	-1.4%	11.8%[38.3 µM]	-0.7%	7.7%	-2.0%	-4.9%	6.9%[46.1 µM]
O=C(NCCCCCCNC(=O)OCCO)OCCO	15.4%[9.22 µM]	-4.4%	3.2%	-5.3%	-0.2%	0.9%	10.1%
COc1ccccc1-c1ccc(SCC(=O)Nc2cc(C)on2)nn1	18.5%[9.22 µM]	13.2%	9.4%	0.4%	-2.8%	13.6%	17.3%
CC(=O)c1cccc(CN2CCN(Cc3ccc(C)cc3)C(CCO)C2)c1 (configuration not stated)	.	11.5%	1.5%	?	0.6%	1.1%	-10.0%
CCC1CCCN1Cn1cnc2c([nH]c3ccc(OC)cc32)c1=O (configuration not stated)	-5.4%	14.1%[38.3 µM]	-11.1%	4.5%	7.3%	-2.8%	3.1%[46.1 µM]
Cc1csc(SCC(=O)Nc2cccc(S(=O)(=O)N3CCCC3)c2)n1	-11.8%	24.9%[38.3 µM]	0.9%	4.2%	1.9%	-0.2%	-2.7%[46.1 µM]
Cc1ccc(N2CCN(/N=C/C3=C(N4CCOCC4)C(=C\c4ccccc4)/CC3)CC2)cc1	.	.	0.0%	-14.8%[9.22 µM]	7.1%	.	11.3%
Cc1sc2nc(CSc3ccc([N+](=O)[O-])cc3)[nH]c(=O)c2c1C	.	-2.7%	?	24.9%[9.22 µM]	11.4%	.	-4.5%
COC(=O)c1cccc(NC(=S)NC(C)C)c1	.	-4.1%	-0.4%	-10.6%	-3.9%	.	21.4%
COc1ccc(-n2ccnc2SCC(=O)NCc2ccc3c(c2)OCO3)cc1	?	-4.0%[38.3 µM]	-5.7%	-20.6%	0.9%	3.7%	-13.2%[46.1 µM]
Cc1ccc(Sc2ccc(/C=C3/C(=O)NN(c4ccccc4)C3=O)o2)cc1	.	.	-4.7%	-14.1%[9.22 µM]	-1.6%	.	?
COc1ccc(NC(=O)c2ccc(-n3cccn3)nc2)cc1	-2.1%	-8.1%[38.3 µM]	1.3%	7.2%	6.6%	-0.2%	-7.4%[46.1 µM]
COc1ccc(NC(=O)Cn2nnc(C(=O)NCc3ccc4c(c3)OCO4)c2N)cc1	-3.3%[46 µM]	6.2%	2.6%&6.4%	9.3%	0.8%	-1.6%	-0.4%
CCCc1nn(CCc2ccccn2)c(N)c1CC	11.8%	2.6%[38.3 µM]	2.0%	-11.3%	4.5%	-4.4%	-4.4%[46.1 µM]
CCCCC(CC)CNC(=O)C1CC=CCC1C(=O)O (configuration not stated)	0.1%	-5.1%	-1.3%	-0.9%	3.3%	-2.6%	5.2%
CCOC(=O)C(=NC(C)C)NNc1cc(Cl)ccc1Cl	-14.5%	12.7%	-2.5%	10.1%	-1.0%	6.0%	-8.7%
CCOc1ccc(-n2nc3c(SCCN4CCCC4)nnc(C)c3c2C)cc1	-0.6%	-3.1%	?	?	-7.4%	3.0%	2.5%
CC(C)NC(=O)Cn1cc(C(=O)C2CC2)c2ccccc21	16.9%[46 µM]	5.6%	-1.1%	-18.3%[9.22 µM]	7.3%	-0.8%	-4.8%
c1ccc2oc(C3=NCCN3)cc2c1	.	21.6%	-1.6%	.	4.3%[21.7 µM]	-0.5%	.
O=C(Nc1ccccn1)c1cccs1	0.5%	-14.7%[38.3 µM]	0.8%	-8.3%	3.4%	-22.4%	-21.1%[46.1 µM]
O=C(CCl)N=c1sccn1Cc1cccc2ccccc12	21.7%[46 µM]	10.6%	2.4%	?	-2.8%	-3.0%	-22.1%
Cc1ccc(OCC(=O)Nc2cccc(-c3nnc(-c4ccccc4)o3)c2)cc1	-12.9%	0.2%	-1.0%	5.8%	3.9%	1.3%	-28.4%[46.1 µM]
O=C(Nc1ccc(Br)cc1)c1ccc(N2C(=O)C3CC=CCC3C2=O)cc1 (configuration not stated)	?	4.3%	1.1%	17.6%	-5.7%	-4.9%	12.0%
CCN(CC)CCCN1C(=O)c2oc3ccccc3c(=O)c2C1c1cccs1 (configuration not stated)	-6.3%	25.9%[38.3 µM]	0.7%	18.9%	-3.1%	17.8%	-0.2%[46.1 µM]
CC(NC(=O)CCSc1nc(-c2ccco2)cc(C(F)(F)F)n1)c1ccccc1 (configuration not stated)	5.9%	-2.7%[38.3 µM]	0.0%	-17.3%	3.9%	-1.7%	-29.5%[46.1 µM]
Cc1cc(N/N=C/c2ccccc2O)nc(N2CCOCC2)n1	.	.	-0.3%	15.4%[9.22 µM]	-0.9%	.	4.8%[7.67 µM]
Cc1ccc(S(=O)(=O)NC(Cc2ccccc2)C(=O)O)cc1 (configuration not stated)	-7.2%[46 µM]	-4.5%	-1.5%	9.3%	7.5%	0.7%	5.9%
Cc1ccc(C)c(C(=O)CN2C3=NCCCN3c3ccccc32)c1	12.1%	-0.4%[38.3 µM]	10.4%	-9.0%	2.3%	-5.6%	0.0%[46.1 µM]
CCN(C(=S)Nc1cccc(C)c1)c1ccccc1	2.5%	2.5%	-0.1%	14.3%	2.4%	3.0%	2.8%
Cc1cc(C)c(C#N)c(SCC(=O)c2cc(C)n(CCc3ccccc3)c2C)n1	11.6%	-5.3%[38.3 µM]	-1.2%	?	-3.0%	-3.2%	-10.5%[46.1 µM]
Cn1c(C(=O)O)ccc1S(=O)(=O)N(Cc1ccccc1)Cc1ccccc1	.	.	3.8%	-0.7%[9.22 µM]	1.2%	.	35.6%
COc1cc([C@H]2c3[nH]c4ccccc4c3C[C@H]3C(=O)N4[C@@H](c5cc(OC)c(OC)c(OC)c5)c5[nH]c6ccccc6c5C[C@H]4C(=O)N23)cc(OC)c1OC	11.3%	16.8%	?	-0.6%	-8.6%	2.3%	-36.4%
CC(C)CCN1CCN(Cc2ccsc2)CC1CCO (configuration not stated)	?	7.2%	1.0%	3.5%[9.22 µM]	2.6%	-4.3%	-11.1%
CCN(CC)S(=O)(=O)c1ccc(NC(=O)C2COc3ccccc3O2)cc1 (configuration not stated)	2.7%	-3.7%[38.3 µM]	0.0%	4.2%	11.3%	-1.7%	-6.3%[46.1 µM]
CCCN1C(=O)CSC1=Nc1ccccc1	6.7%[46 µM]	-2.4%	-1.1%	0.0%[9.22 µM]	3.1%	-1.1%	-11.3%
COc1cc(C(=O)NNC(=S)NC(=O)c2ccc3c(c2)OCO3)cc(OC)c1OC	.	.	-5.6%	14.5%[9.22 µM]	-4.9%	.	3.7%
O=C(/C=C/c1ccc([N+](=O)[O-])s1)N1CCCC1	.	-15.2%	-1.1%	?	0.7%	-1.6%	-20.6%
COc1ccc(OC)c(C2C(C(=O)O)c3ccccc3C(=O)N2C)c1 (configuration not stated)	-1.8%	.	-1.0%	4.5%	3.0%	.	-3.3%[46.1 µM]
CS/C(=N\S(=O)(=O)c1ccc(Cl)cc1)c1ccccc1	-7.8%	8.9%	-2.0%	-4.6%	7.0%	7.6%	1.5%[46.1 µM]
O=C(Cc1ccc([N+](=O)[O-])cc1)N1N=C2CCCCC2C1(O)C(F)(F)F (configuration not stated)	.	.	-4.5%	18.3%[9.22 µM]	-3.7%	.	?
Nc1n[nH]c2c1C1(CCCCC1)Cc1ccccc1-2	8.3%	-14.7%[38.3 µM]	0.0%	?	17.9%	-3.4%	-12.4%[46.1 µM]
O=C(Nc1ccc2c(c1)OCCO2)NC1CCCCC1	5.8%	-3.7%[38.3 µM]	0.0%	5.2%	3.5%	-1.8%	-4.4%[46.1 µM]
OCCNCc1cccc(Br)c1	.	-6.8%	0.7%	9.2%	-4.2%	0.8%	20.3%
O=C1C=C(NCC2CCCO2)C2(CCCCC2)O1 (configuration not stated)	2.8%	-4.9%[38.3 µM]	-1.4%	6.8%	2.7%	3.5%	-8.5%[46.1 µM]
O=C1c2ccc(-c3ccc4c(c3)C(=O)N(CCCO)C4=O)cc2C(=O)N1CCCO	.	.	0.1%	-9.2%[9.22 µM]	15.8%	.	1.7%
O=C1NCCN1CCNS(=O)(=O)c1ccc(F)cc1	-4.0%	-1.9%	-1.0%	-17.2%	11.5%	1.1%	14.4%

(continued)
SMILES	Lamin A splicing	IMPase Li cell	Epigenetic reg	HttQ103 aggreg	CBFb RUNX1 block	Luc counter	NPSR antagonist
CC1CCN(C(=O)CSc2nc(N)c3c4c(sc3n2)CN(C)CC4)CC1	?	23.9%[38.3 µM]	-5.8%	-11.2%	0.9%	0.8%	-2.9%[46.1 µM]
Oc1ccc(C=Nc2ccccc2-c2nc3ccccc3[nH]2)cc1	-11.8%	-1.3%	0.3%	-15.2%	13.1%	-16.7%	?
CCOC(=O)C(NC(=O)c1ccccc1)(N1CCCC1=O)C(F)(F)F (configuration not stated)	6.9%	-14.3%[38.3 µM]	0.0%	0.2%	15.4%	-1.5%	-3.0%[46.1 µM]
O=S(=O)(NCCCO)c1ccc2c(c1)Cc1cc(S(=O)(=O)NCCCO)ccc1-2	11.6%	2.6%[38.3 µM]	-1.1%	-12.4%	-0.2%	-0.6%	3.9%[46.1 µM]
Cc1ccc2nc(-c3cccs3)oc(=O)c2c1	.	15.1%	-1.0%	-10.8%	-4.7%	-7.2%	4.4%

Some of the compounds tested, so the mix of outcomes need not match the whole.
